Assay outcomes (PubChem)
V-ATPase pHluor = yeast V-ATPase proton transport regulation by pHLuorin; 350,000 tested, 0.37% active; AID 504577; S. cerevisiae, pHLuorin cytosolic pH fluorescence; response, % at 10 µM; in the data active = response mostly above about 7.3%, no sharp cut-off; inactive = mostly below about 5.4%; also: actives read high; inactives centre near 0; some compounds called inactive have numbers as strong as hits; reference of the scale not given here
dFosB activator = enhances mouse delta FosB homodimer DNA binding. P13346. purified delta FosB, TAMRA-CDK5 oligo fluorescence polarization; percent of positive-control signal above neutral wells. activation, % at 25 µM. 340,000 tested, 0.99% active;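 active = mean activation above about 17%, with every replicate also reaching it, limit read from the data, passing the limit was not always enough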;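 also: fluorescence polarization rise as delta FosB binds a TAMRA Cdk5 AP-1 oligo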
Target sequence (P13346 whole entry, looked up): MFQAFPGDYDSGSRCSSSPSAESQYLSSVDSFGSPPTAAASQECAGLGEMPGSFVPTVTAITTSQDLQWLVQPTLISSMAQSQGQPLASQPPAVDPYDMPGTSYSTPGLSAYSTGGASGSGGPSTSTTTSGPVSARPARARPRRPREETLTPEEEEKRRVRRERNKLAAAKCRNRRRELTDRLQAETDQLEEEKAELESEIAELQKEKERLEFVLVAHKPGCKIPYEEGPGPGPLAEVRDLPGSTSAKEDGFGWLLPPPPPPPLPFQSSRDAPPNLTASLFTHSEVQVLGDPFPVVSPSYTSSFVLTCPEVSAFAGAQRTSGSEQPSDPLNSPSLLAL
MITF act = MITF TRPM1 promoter activation in melanoma cells; AID 588334; activation, % at 12.5 µM; SK-MEL-5 TRPM1-promoter luciferase, 24 h; % of positive control, neutral wells = 0; 300,000 tested, 0.75% active;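 active = mean activation of at least 80% with every replicate also reaching 80%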;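 also: 0% = neutral control wells and 100% = parthenolide positive control wells; values of inactives mirror those of a sister screen read the other way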
PvdQ acylase = P. aeruginosa PvdQ acylase inhibition | 340,000 tested, 0.063% active | inhibition, % at 10 µM | purified PvdQ acylase, fluorescence plate reader; in the data active = inhibition above about 30%, passing the limit was not always enough;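 also: 0% = vehicle neutral wells and 100% = reference inhibitor wells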
HTR5A ag = activates human HTR5A in OPRM1-OPRD1 agonist counter-screen; P47898; HTR5A agonist assay, luminescence, cell-based; activation, % at 9.3 µM; 340,000 tested, 0.61% active; AID 504692; in the data active = activation mostly above about 9.5%, no sharp cut-off; inactive = mostly below about 7.6%;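 also: 0% = cells with vehicle only and 100% = reference agonist; strong numbers were not always called active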
SR-BI DiI inh = inhibitors of mouse SR-BI mediated HDL lipid uptake | inhibition, % at 12.5 µM | 320,000 tested, 0.96% active | ldlA[mSR-BI] CHO cells, DiI-HDL uptake fluorescence, 3 h | Q61009;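 active = mean replicate inhibition of at least 70% and a set share of replicates each scoring 70 or more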;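 also: 0% = median of neutral control wells and 100% = median of positive control wells; values of inactives mirror those of a sister screen read the other way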
NSD2 HMT inh = NSD2 (human) methyltransferase inhibition | NSD2 peptide methylation, AlphaScreen, 120 min | inhibition, % at 12.5 µM | 310,000 tested, 0.54% active; in the data active = inhibition above about 50%
HTR5A inv ag = inverse agonist of human HTR5A in OPRM1-OPRD1 counter-screen; inhibition, % at 9.3 µM; HTR5A cell line, luminescence, inverse agonism; 340,000 tested, 0.083% active; AID 504634; in the data active = inhibition mostly above about 23%, no sharp cut-off; inactive = mostly below about 18%;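 also: 0% = cells with DMSO and 100% = no-cell wells with DMSO; some compounds called inactive have numbers as strong as hits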
Wnt bcat act = Wnt/beta-catenin pathway activation; Wnt/beta-catenin reporter cell assay, activator, plate reader; activation, % at 9.35 µM; 300,000 tested, 1.2% active; AID 743398; in the data active = activation above about 30%, passing the limit was not always enough;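 also: 0% = neutral control wells and 100% = positive control wells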
CDK5 inh = blocks human CDK5/p35 kinase activity. 330,000 tested, 0.01% active. AID 488839. Recombinant CDK5/p35, ADP-Glo luminescence, 60 min. Q00535+Q15078. inhibition, % at 10 µM;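 active = highest replicate inhibition of at least 50% and at least 75% of replicates reaching 50%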;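 also: plate controls were DMSO neutral control for no effect and GW8510 at 10 µM for full effect; many of its hits are not listed in these tables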
Target sequence (Q00535 whole entry, looked up): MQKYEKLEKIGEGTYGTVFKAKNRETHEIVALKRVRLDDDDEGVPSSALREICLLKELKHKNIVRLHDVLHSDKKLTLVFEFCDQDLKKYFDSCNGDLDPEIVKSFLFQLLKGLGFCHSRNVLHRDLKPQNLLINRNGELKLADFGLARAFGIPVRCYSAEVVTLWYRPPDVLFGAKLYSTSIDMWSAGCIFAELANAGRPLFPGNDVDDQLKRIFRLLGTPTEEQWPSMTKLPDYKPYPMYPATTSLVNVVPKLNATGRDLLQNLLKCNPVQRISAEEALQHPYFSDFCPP
Target sequence (Q15078 whole entry, looked up): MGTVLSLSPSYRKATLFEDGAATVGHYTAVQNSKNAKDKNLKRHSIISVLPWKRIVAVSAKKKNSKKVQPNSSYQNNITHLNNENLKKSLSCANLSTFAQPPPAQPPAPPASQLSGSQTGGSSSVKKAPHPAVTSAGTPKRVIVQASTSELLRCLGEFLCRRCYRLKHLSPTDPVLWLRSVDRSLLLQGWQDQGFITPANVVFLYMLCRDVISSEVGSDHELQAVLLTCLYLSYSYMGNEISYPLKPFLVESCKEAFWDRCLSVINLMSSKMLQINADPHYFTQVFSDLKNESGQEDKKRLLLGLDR
The depositor's hits bear a star; nt = not tested or not shown.

no.	canonical_smiles	V-ATPase pHluor	dFosB activator	MITF act	PvdQ acylase	HTR5A ag	SR-BI DiI inh	NSD2 HMT inh	HTR5A inv ag	Wnt bcat act	CDK5 inh
1	CC(C)(C)c1ccc(C(=O)Nc2cccc3c(=O)[nH][nH]c(=O)c23)cc1	-7	-4	-41	3	-2	-11	-4	13	nt	0.3
2	O=C(NCCc1cccc(F)c1)/C(=C/c1cccnc1)NC(=O)c1ccccc1	-3	4	1	2	6	-4	2	0	5	-0.1
3	C#CCOCCOCCOCCNc1nc(N2CCOCC2)nc(N2CCN(C(=O)CCCCCCCCCCNC(=O)[C@@H]([C@H](C)O)n3cc(C)nn3)CC2)n1	2	-4	2	7	1	42	nt	-15	-1	-0.3
4	O=C(Nc1ccc2nc(-c3cccnc3)[nH]c2c1)c1ccco1	0	14	nt	-10	15	-17	nt	-43	-4	-2.2
5	COc1ccccc1OCC(=O)NCCCn1ccnc1	0	-5	3	-4	-2	-3	0	3	-2	-0.8
6	CN1CCN(C(=O)CCN2C(=O)S/C(=C/c3ccc(Cl)cc3)C2=O)CC1	2	-7	0	6	-4	-3	1	-4	-9	1.4
7	OC(COc1ccc(OCc2ccccc2)cc1)CN1CCOCC1 (centres undefined)	3	-4	1	-11	6	0	2	7	nt	-0.5
8	Cc1ccc2nc(N3CCC(C(=O)NC4CCCCC4)CC3)sc2c1	-3	-2	4	-10	-1	3	1	-11	-3	0.1
9	O=C(C[C@H]1C[C@H](C(=O)N2CCCCC2)[C@@]2(CCc3ccccc3)c3[nH]c4cc(-c5ccco5)ccc4c3CCN2C1=O)NCCC1=CCCCC1	1	-2	-8	2	-3	-12	nt	9	nt	2.7
10	Cc1cc(C)c(-c2c(O)c3c(n(C)c2=O)CC(C)(C)CC3=O)c(C)c1	1	-10	12	2	-2	14	-5	6	1	0.4
11	CCC(C)c1ccc(Nc2ncccc2C#N)cc1 (centres undefined)	-1	3	49	-8	3	-21	-18	-8	nt	-1.3
12	CCCCCCCCCSc1n[nH]c(N)n1	2	6	-8	-10	4	-4	-69	-18	nt	0.7
13	CCOC(=O)c1c(C)[nH]c(C(=O)CN2C(=O)NC(C)(c3ccc(C)cc3)C2=O)c1C (centres undefined)	1	-1	nt	-13	3	25	nt	-36	nt	-1.6
14	CCCNc1nc(C)cc(-c2cc(C(=O)NC3CCCC3)on2)n1	6	3	15	11	3	9	nt	-12	-3	-2.7
15	COC(=O)C1=C(C)N(C)C(=O)/C1=C\c1cccs1	0	-3	-30	-13	-1	-6	3	2	-1	-0.8
16	COc1ccc(Nc2nnc(SCc3cc([N+](=O)[O-])cc4c3OCOC4)s2)cc1	0	2	0	-1	1	43	7	3	nt	0.8
17	Cc1ccc(S(=O)(=O)Nc2cc3c4c(c2)CCN4C(=O)CC3)cc1	-16	-8	7	9	-3	6	-1	8	0	2.2
18	COc1ccc(C(=O)N/N=C(\N)c2cc3ccccc3oc2=O)cc1	1	5	-3	-2	7	-13	-1	21	4	-2.9
19	COc1ccc(S(=O)(=O)NCC2CCCN(Cc3cccc(C(C)=O)c3)C2)cc1 (centres undefined)	3	-3	22	3	0	-3	-1	1	-1	-0.4
20	CC1CCCN(C(=O)c2ccc(S(=O)(=O)Nc3ccccc3Cl)cc2)C1 (centres undefined)	-1	-2	-1	-1	-7	-6	-1	-31	-1	0.2
21	Cc1nc([N+](=O)[O-])cn1CC(=O)c1ccccc1	3	-1	0	-9	1	-7	-13	-4	13	3.1
22	CCN1Cc2ccccc2-c2ccccc2S1(=O)=O	1	-2	9	-8	-1	-21	nt	4	1	2.2
23	COc1ccc(CCc2nnc(CCC(=O)NCC3CCCO3)o2)cc1 (centres undefined)	-5	-7	5	-8	-1	8	-10	-16	-1	1.1
24	Cc1ccc(NS(=O)(=O)c2cc(C(=O)NCc3cccnc3)ccc2C)cc1	-1	-1	7	-10	5	-7	-2	-6	-3	0.6
25	Cc1ccc(Nc2c3c(nc4ccccc24)CCC3)cc1	-12	-8	nt	-10	nt	21	0	nt	4	1.3
26	COc1ccc(N2CCN(C(=O)c3ccc(Br)cc3)CC2)c([N+](=O)[O-])c1	0	-10	-6	-3	2	-6	7	-7	-2	-2.5
27	CCC(CO)NCc1ccc(OCC(O)c2ccccc2)c(OC)c1 (centres undefined)	1	1	nt	-14	6	9	22	-22	-2	0.6
28	COc1ccccc1-n1ccnc1SCC(=O)NCC1CCCO1 (centres undefined)	4	1	10	-16	4	7	1	-35	-1	nt
29	CN(C(=O)COc1ncnc2sccc12)C1CCCCC1	-3	-5	-6	-11	6	-22	0	-16	-2	0.9
30	CCC[C@@H](CN[C@@H](CNC)C(C)C)NCCCCc1ccccc1	-2	-8	-87	-7	2	-8	nt	-2	0	-0.4
31	CS(=O)(=O)N1CCN(C(=O)c2ccncc2)CC1	-1	-6	5	-18	6	0	-1	-16	nt	0.1
32	CNS(=O)(=O)c1ccc(NC(=O)c2csc(C)c2)cc1	1	-8	1	-5	-5	-16	1	12	0	-1.3
33	Cc1ccc(C(=O)OCC(=O)NC(=O)c2cccn2C)cc1	-1	-5	-6	-6	6	-29	0	-12	2	-1.3
34	CC1CCN(C(=O)Oc2ccccc2)CC1	-3	3	15	-1	1	0	-3	6	1	0.2
35	O=C(O)c1ccc(NC(=O)c2cn(-c3ccccc3)nc2-c2ccccc2)cc1	-3	1	20	-5	0	-11	14	-1	0	0.3
36	CC1CCN(C(=O)CSc2nnc3ccccn23)CC1	-1	0	41	0	-9	-2	-3	23	16	-0.3
37	CNS(=O)(=O)c1ccc(NC(=O)C2c3ccccc3Oc3ccccc32)cc1	0	11	-3	-2	3	3	-1	-8	nt	1.4
38	O=C(N/N=C/c1cccc([N+](=O)[O-])c1)c1cc[n+](CCO)cc1	0	-6	nt	-14	-2	-9	2	7	-6	0.4
39	COc1cccc(-c2nc(CS(=O)(=O)CC(=O)Nc3ccccc3C)c(C)o2)c1	11	-8	0	1	5	13	1	-10	-2	-1.3
40	OC(CC(O)c1ccccc1)c1ccccc1 (centres undefined)	0	-2	1	-11	-3	-1	nt	4	1	0.6
41	O=C(Cc1ccccc1Cl)NCCCn1ccnc1	2	4	-9	8	10	-4	-2	5	-4	-0.2
42	COc1ccc(C(=O)Nc2cccc(OC(=O)c3ccco3)c2)cc1	6	-8	110*	2	2	nt	1	-6	28	0.7
43	CN(C)S(=O)(=O)n1cc(/C=C(\NC(=O)c2ccccc2F)C(=O)N2CCOCC2)c2ccccc21	-1	-5	0	5	3	10	-1	-12	-1	-0.6
44	C[C@H](CO)N1C[C@H](C)[C@@H](CN(C)S(=O)(=O)c2cn(C)cn2)Oc2ccc(NC(=O)Nc3ccccc3)cc2C1=O	1	-9	0	-14	6	-1	nt	-16	8	-1.3
45	NC(=O)c1cc(NC(=O)c2cc(Br)c(Br)s2)cc(C(N)=O)c1	5	5	4	-1	3	6	-4	11	-3	-1.0
46	COc1ccccc1-n1c(SCC(=O)N2CCCCC2)nc(O)c(Cc2ccccc2)c1=O	0	-5	5	-20	-2	-6	-2	-14	0	0.8
47	Nc1nonc1-n1nnc(C(=O)N/N=C/c2ccc(OCc3ccccc3)cc2)c1CNc1ccccc1	-2	6	68	-11	3	65	-2	-8	2	-2.2
48	CCCCn1c(N)c(N(CC)C(=O)C2COc3ccccc3O2)c(=O)[nH]c1=O (centres undefined)	-1	-5	-4	-16	8	-3	4	-25	-2	0.7
49	CCOCCCNC(=S)Nc1ccc2nc(N3CCN(CC)CC3)cc(C)c2c1	4	-6	-3	-15	1	14	8	-3	2	-6.4
50	CCOC(=S)SCC(=O)Nc1ncc(C)s1	0	1	-18	7	-4	nt	5	-11	-3	1.1

Reformatted as labelled records: entries from further up.
#11 CCC(C)c1ccc(Nc2ncccc2C#N)cc1 (centres undefined)
  V-ATPase pHluor: -1; dFosB activator: 3; MITF act: 49; PvdQ acylase: -8; HTR5A ag: 3; SR-BI DiI inh: -21; NSD2 HMT inh: -18; HTR5A inv ag: -8; Wnt bcat act: nt; CDK5 inh: -1.3
#12 CCCCCCCCCSc1n[nH]c(N)n1
  V-ATPase pHluor: 2; dFosB activator: 6; MITF act: -8; PvdQ acylase: -10; HTR5A ag: 4; SR-BI DiI inh: -4; NSD2 HMT inh: -69; HTR5A inv ag: -18; Wnt bcat act: nt; CDK5 inh: 0.7

Remaining list, next part
no.	canonical_smiles	V-ATPase pHluor	dFosB activator	MITF act	PvdQ acylase	HTR5A ag	SR-BI DiI inh	NSD2 HMT inh	HTR5A inv ag	Wnt bcat act	CDK5 inh
51	CN(C(=O)c1cccc(C#N)c1)c1nnc(-c2ccccn2)s1	0	-12	nt	3	-3	-2	-1	11	nt	1.8
52	Cc1cc(C)c2[nH]c(=O)c(CN(Cc3cccs3)C(=S)NCC3CCCO3)cc2c1 (centres undefined)	-2	-12	-1	-24	5	-5	-1	-18	-6	5.0
53	CCCCNC(=O)CNC(=S)N(Cc1cc(OC)c(OC)c(OC)c1)C1CCCC1	-7	0	-11	2	0	-14	-6	1	0	1.5
54	CC(C)OCCCNC(=S)N1CCC(C(=O)c2ccc3c(c2)OCCO3)CC1	-1	-4	nt	-3	2	37	1	-3	-1	0.5
55	CN1CCN(Cc2cccc(Oc3ccccc3)c2)CC1	0	-4	5	-8	0	-11	4	-4	-2	-1.3
56	O=C1/C(=C/c2cccs2)COc2ccccc21	-4	-1	21	28	1	8	1	-1	26	4.7
57	S=c1nc(COc2ccccc2)[nH]c2ccccc12	0	-5	27	-7	3	-1	-2	-11	27	1.9
58	CCN(Cc1ccncc1)Cc1ccc(OC)cc1OC	-1	1	-4	-16	-4	-6	10	-20	-1	1.5
59	COC(=O)CN1C(=O)C(C)=C(c2ccc(C)cc2)S1(=O)=O	-1	7	-5	-14	4	20	0	23	-2	1.0
60	CCS(=O)(=O)N1CCN(S(=O)(=O)c2ccc3ccccc3c2)CC1	-3	-5	-2	-16	2	nt	-1	-8	-2	-0.4
61	O=C(NC(Nc1nc2ccc([N+](=O)[O-])cc2s1)(C(F)(F)F)C(F)(F)F)c1ccccc1Cl	-2	-4	-72	-10	2	20	7	-5	nt	-1.8
62	COc1cc(OC)cc(C(=O)Nc2nc(CC(=O)NCc3ccccc3OC)cs2)c1	-2	5	1	0	-1	70*	1	2	-6	1.6
63	O=C(NCC1CCCO1)c1cccc(NC(=O)c2ccc(Br)cc2)c1 (centres undefined)	-3	-4	15	-16	0	38	1	-1	1	0.1
64	CCOc1ccc(S(=O)(=O)Nc2cc(Cl)ccc2O)cc1	-8	-4	-13	7	-4	-6	nt	-5	nt	-0.7
65	N#C/C(=C/c1ccc(OCc2ccc(C(=O)O)cc2)c(Br)c1)c1cccc(F)c1	0	-17	6	-1	-3	-5	-5	10	-1	1.4
66	COc1cc(/C=C/c2nnc3c4ccccc4ncn23)cc(OC)c1OC	-3	27*	-2	3	0	35	-1	14	1	1.7
67	CCC1CCCCN1CCN1C(=O)C2C(C(=O)Nc3cccc(OC)c3)C3C=CC2(O3)C1C(=O)NC1CCCCC1 (centres undefined)	1	2	6	-4	-1	nt	5	3	-1	-0.4
68	C/C(=C\c1ccccc1)C(=O)Nc1ccc(Cl)cn1	1	-1	nt	-19	2	4	-8	-7	33*	-0.5
69	CC1Cc2ccccc2N1C(=O)CCn1c(=O)sc2ccccc21 (centres undefined)	-2	-5	11	-3	0	15	nt	0	4	1.7
70	Cc1ccccc1-c1nc(CN2CCC(C(=O)NCCCN3CC(C)CC(C)C3)CC2)c(C)o1 (centres undefined)	1	-3	3	-18	3	-25	13	17	nt	-16
71	CC(=O)Nn1c(COc2ccccc2C)nc2ccccc2c1=O	1	0	nt	11	4	-42	-3	4	-3	0.0
